Rac1 mut GTP – GTP binding modulators of activated mutant Rac1, primary screen, biochemical, bead-based flow cytometry, multiplex, fluorescent GTP. Ras-related C3 botulinum toxin substrate 1 (Homo sapiens), P63000. percent activity (GTP binding), % at 10 µM. GST-Rac1 activated beads; actives lie on both sides; 100% means binding = to untreated wells. 190,000 compounds, 0.11% hits. AID 764, 2007;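 active means GTP binding at least 20 percentage points away from the 100% baseline, in either direction, so actives lie on both sides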
Cdc42 wt – modulators of GTP binding to wildtype Cdc42, primary screen, biochemical, multiplex bead flow cytometry, Bodipy-GTP. GST-Cdc42 beads; actives lie on both sides. Cell division control protein 42 homolog (Homo sapiens), P60953. AID 761, 2007. percent activity (GTP binding), % at 10 µM. 190,000 compounds, 0.2% hits;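 active means percent activity GTP binding at least 20 points away from the 100% baseline, either down as inhibitor or up as activator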;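 further: median bead fluorescence of bound Bodipy-FL-GTP at 100 nM; 0% = excess unlabeled GTP control and 100% = no compound control; below 100% means less GTP binding so inhibitor and above means activator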
Target sequence (P60953 whole entry, looked up): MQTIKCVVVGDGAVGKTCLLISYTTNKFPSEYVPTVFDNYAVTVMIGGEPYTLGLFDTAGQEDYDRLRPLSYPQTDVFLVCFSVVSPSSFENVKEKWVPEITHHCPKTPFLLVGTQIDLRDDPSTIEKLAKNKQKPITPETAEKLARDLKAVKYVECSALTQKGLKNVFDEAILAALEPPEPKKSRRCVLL
Pf gamet viab – late stage P. falciparum gametocyte viability inhibitors, primary screen, ATP luminescence, HTS; 150,000 compounds, 0.065% hits; inhibition, % at 10.9 µM; P. falciparum stage V gametocytes, 24 h;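 active means inhibition above the mean plus 3 SD of compounds within the control limits, set per campaign, cut at about 38% in these data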;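 further: 0% = DMSO wells and 100% = medium only without gametocytes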
Rab2 wt GTP – modulators of GTP binding to Rab2A wildtype, primary screen, biochemical, dog, bead-based flow cytometry, multiplex; AID 760, 2007; Ras-related protein Rab-2A (Canis lupus familiaris), P61105; GST-Rab2 wt beads, Bodipy-GTP binding; GTP binding activity, % at 10 µM; 190,000 compounds, 0.19% hits;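 active means GTP binding activity at least 20 points away from 100%, either lowered or raised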;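 further: 0% = beads with excess unlabeled GTP and 100% = no-compound control corrected for plate trend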
Mcl1-Bid inh – Mcl-1/Bid binding inhibitors, primary screen, biochemical, TR-FRET, 1536-well; TR-FRET Mcl-1/Bid-Dy647 peptide binding; inhibition, % at 21.7 µM; 220,000 compounds, 0.97% hits; AID 1021, 2008;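 active means compounds that cut the binding signal by more than half at the single screening dose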;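 further: His-tagged Mcl-1 with europium anti-His antibody binding Bid BH3 peptide; 0% = Mcl-1 plus peptide wells and 100% = peptide-only wells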
HRas wt GTP – modulators of GTP binding to HRas wildtype, primary screen, biochemical, bead-based flow cytometry, multiplex. GTP binding activity, % at 10 µM. AID 759, 2007. GTPase HRas (Homo sapiens), P01112. GST-Ras wt beads, Bodipy-FL-GTP binding; actives lie on both sides. 190,000 compounds, 0.14% hits;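 active means GTP binding activity at least 20% away from the 100% baseline, either lowered as inhibitor or raised as activator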;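 further: 0% = unlabeled GTP competition control and 100% = no-compound control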
Target sequence (P01112 whole entry, looked up): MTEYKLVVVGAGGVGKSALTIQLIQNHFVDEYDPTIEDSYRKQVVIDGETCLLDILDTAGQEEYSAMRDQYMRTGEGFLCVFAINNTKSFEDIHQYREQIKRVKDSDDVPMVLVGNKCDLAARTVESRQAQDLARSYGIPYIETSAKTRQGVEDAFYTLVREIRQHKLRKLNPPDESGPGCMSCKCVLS
Rac1 wt modul – wildtype Rac1 GTP binding modulators, primary screen, biochemical, GST-Rac1 beads, flow cytometry, multiplex; fluorescent GTP binding; actives lie on both sides; 0 = cold GTP competed, 100 = untreated; GTP binding activity (% of control), % at 10 µM; 190,000 compounds, 0.27% hits; AID 757, 2007;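 active means GTP binding activity at least 20 points away from the 100% control level, either lower or higher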
Mcl1-Noxa inh – Mcl-1/Noxa binding inhibitors, primary screen, biochemical, TR-FRET, 1536-well; Induced myeloid leukemia cell differentiation protein Mcl-1 (Homo sapiens), Q07820; TR-FRET Mcl-1/Noxa peptide binding, 2 h; inhibition, % at 21.7 µM; 220,000 compounds, 1.5% hits; AID 1022, 2008;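 active means compounds that cut the protein-peptide binding signal by more than 50% relative to plate controls in a single-dose test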;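 further: His-tagged Mcl-1 with rhodamine Noxa BH3 peptide and terbium anti-His antibody; 0% = Mcl-1 plus Noxa peptide wells and 100% = peptide-only wells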
RGS8-Gao – RGS8-Galphao binding modulators, primary screen, biochemical, multiplexed bead flow cytometry. Guanine nucleotide-binding protein G(o) subunit alpha (Homo sapiens), P09471. actives lie on both sides. response (percent of control binding), % at 10 µM. 220,000 compounds, 0.34% hits; in the data active means response below about 60% or above about 140%; inactive means in between;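 further: Galphao activated as the GDP aluminium fluoride complex binding bead-coupled RGS8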
Target sequence (P09471 whole entry, looked up): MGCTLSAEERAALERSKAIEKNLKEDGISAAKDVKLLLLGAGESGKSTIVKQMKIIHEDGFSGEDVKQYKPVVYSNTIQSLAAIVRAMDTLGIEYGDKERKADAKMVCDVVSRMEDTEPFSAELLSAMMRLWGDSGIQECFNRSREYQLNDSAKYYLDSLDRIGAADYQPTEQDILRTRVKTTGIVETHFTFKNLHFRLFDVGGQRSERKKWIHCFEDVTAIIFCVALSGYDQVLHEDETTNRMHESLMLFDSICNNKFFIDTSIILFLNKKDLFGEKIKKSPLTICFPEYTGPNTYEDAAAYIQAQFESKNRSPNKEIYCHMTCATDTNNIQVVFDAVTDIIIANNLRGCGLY
Bim-Mcl-1 – inhibitors of Bim peptide binding to Mcl-1, primary screen, biochemical, bead-based flow cytometry, multiplex | Bim peptide-Mcl-1 binding | inhibition, % at 10 µM | 190,000 compounds, 0.1% hits | AID 1009, 2008; in the data active means inhibition above about 40%;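 further: 0% = no compound tracer wells and 100% = peptide blocker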
Rab7 wt modul – modulators of GTP binding to Rab7, primary screen, biochemical, wildtype, multiplex bead flow cytometry. GST-Rab7 beads, fluorescent GTP binding; actives lie on both sides; untreated = 100%, excess cold GTP = 0%. AID 758, 2007. Rab7 GTPase wild type (dog), Bodipy-FL-GTP binding. 190,000 compounds, 0.055% hits. GTP binding activity (percent of control), % at 10 µM;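 active means fluorescent GTP binding to Rab7 beads changed by at least 20 points from the 100% baseline, either direction, mostly lower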;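 further: median green fluorescence of bound Bodipy-FL-GTP per Rab7 bead population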
Numbers without * were called inactive; . = not tested or not shown; [ ] = another dose, or the depositor's remark. Some of the compounds tested. The share of hits here may be higher or lower than overall.

SMILES	Rac1 mut GTP	Cdc42 wt	Pf gamet viab	Rab2 wt GTP	Mcl1-Bid inh	HRas wt GTP	Rac1 wt modul	Mcl1-Noxa inh	RGS8-Gao	Bim-Mcl-1	Rab7 wt modul
CCOc1ccc(NC(=O)c2ccc(NC(=O)COC(=O)Cc3ccccc3)cc2)cc1	102	105	.	100	12	102	108	11	99	2	98
Cc1cc2ccccc2c(=O)n1CC(=O)NCC(=O)N1CCC2(CC1)OCCO2	96	96	0	99	-11	95	98	-16	86	-2	99
CCOP(=S)(OCC)SCC(=O)NC(C(=O)O)C(C)C (stereo not drawn)	99	102	.	102	-20	103	103	8	103	-2	105
COc1ccc(C(Nc2ccccc2)P(=O)(Oc2ccccc2)Oc2ccccc2)cc1 (stereo not drawn)	98	101	-7	99	-22	99	104	10	101	0	101
CCCCNC(=O)c1c(N)n(Cc2ccc3c(c2)OCO3)c2nc3ccccc3nc12	98	100	-4	99	-17	99	105	-11	100	-2	97
CC(C)(C)OC(=O)c1c(N)n(Cc2ccco2)c2nc3ccccc3nc12	95	99	.	97	-12	98	97	28	98	-1	95
CN(C=O)CP(=O)(O)CN(C)C=O	92	94	.	93	60*	95	95	6	100	-2	92
CN(C)C(=O)Oc1ccc(Br)c2ccccc12	94	94	7	94	-18	94	94	-5	102	0	94
c1cncc(CNC2CCCC2)c1	95	99	-18	97	-14	96	99	6	102	-1	96
CCCCn1c(O)c(C(C)=Nc2ccc(OCC)cc2)c(=O)[nH]c1=O	93	93	.	91	-15	94	90	.	100	0	93
N[C@@H](Cc1c[nH]c2ccccc12)c1nnc(SCc2ccc(Cl)cc2)o1	99	100	2	103	-67	104	99	15	99	0	102
O=c1c2ccccc2nc(CSc2ncnc3nc[nH]c23)n1-c1ccc(Cl)c(Cl)c1	95	97	-4	95	-23	99	100	5	102	2	98
Nc1ccncc1Cl	98	97	.	98	-1	98	99	13	100	-1	103
COc1ccc2nc3oc(C(=O)N4CCC5(CC4)OCCO5)cc3cc2c1	91	91	.	93	-8	92	92	-1	105	0	99
COc1ccc2c(c1)CC1(CN2C)C(=O)NC(=O)N(c2ccc(C)cc2)C1=O (stereo not drawn)	98	101	7	99	-25	100	103	20	99	-7	99
CCCc1nc2ccccc2c(=O)n1-c1cccc(OC)c1	101	105	-3	101	-4	104	103	5	105	-5	97
O=C(NCCCN1CCOCC1)C(Cl)(Cl)Cl	100	97	14	97	-15	101	103	-10	105	-1	97
S=c1[nH]c2ccccc2[nH]1	98	98	0	100	-46	100	104	2	99	-2	102
N#Cc1ccc(Cn2cc(C(=O)c3ccco3)c3ccccc32)cc1	100	104	.	104	5	104	102	-18	96	-1	101
O=C1NC(=O)N(CCc2ccc(F)cc2)C(=O)/C1=C/c1ccco1	86	87	.	95	-42	92	91	5	75	-1	104
CCOP(=O)(OCC)C(NS(=O)(=O)c1ccccc1)C(Cl)(Cl)Cl (stereo not drawn)	97	96	11	101	1	99	99	4	101	-2	106
Cc1ccc(-n2c(O)c(/C=N/NC(=O)c3ccncc3)c(=O)[nH]c2=O)cc1C	100	101	4	97	-47	97	101	0	99	-3	97
C=C1C2C[C@H](O)C(C)(C)[C@@]2(O)[C@H](O)C[C@]23C[C@@](C)(O)[C@H](CC[C@H]12)[C@H]3OC(C)=O (stereo partly drawn)	101	100	-42	101	-10	99	105	4	117	1	99
C[N+]1(CC(COCc2ccccc2)OC(=O)Cc2ccccc2)CCOCC1 (stereo not drawn)	98	101	.	98	34	102	105	9	101	-4	103
CCn1c(=O)cc(OCC(=O)N2CCC3(CC2)OCCO3)c2ccccc21	100	103	-12	97	-23	100	103	16	98	-1	96
CC(Cc1ccccc1)[n+]1cc(/N=C(\[O-])N(C)C)on1 (stereo not drawn)	99	101	-40	102	35	102	100	5	98	-2	98
Cc1ccnc(-n2c(C)cc(/C=C3\C(=O)NC(=S)N(C)C3=O)c2C)c1	94	97	2	93	7	92	96	44	96	-3	97
O=C1NC(=S)N(C2CC2)C(=O)/C1=C/c1ccc2c(c1)CCN2CCCCl	94	96	-15	93	88*	95	95	109*	99	-1	95
Clc1ccc2c(N3CCNCC3)ccnc2c1	97	100	-62	102	1	101	103	1	114	-4	99
CN1C(=O)N(C)C(=O)C2(Sc3ccccc3C2=O)C1=O	94	91	.	92	-30	93	97	34	94	-4	95
Cc1cc(Cl)ccc1OC(C)C(=O)O (stereo not drawn)	109	116	.	111	7	114	117	10	98	5	108
CCOC(=O)C1(CCCc2ccccc2)CCN(C2CCC2)CC1	98	99	.	99	-33	99	101	8	102	0	101
CCn1ccnc1CN1CCCC(C(=O)c2ccc(OC)cc2OC)C1 (stereo not drawn)	94	95	-3	94	-6	95	97	14	98	1	96
Cc1nc2ccccc2c(=O)n1-n1cnnc1	97	97	.	95	-15	97	98	7	100	0	97
COC(=O)C[C@]1(C(=O)OC)CN(C#N)N(c2ccc(Cl)cc2)C12c1ccccc1-c1ccccc12	99	98	.	98	9	102	104	21	100	-31	97
CN(C)CC1CCCCC1OC(=O)c1ccc(Cl)c(Cl)c1 (stereo not drawn)	100	100	-3	98	-4	98	101	4	106	-6	96
Cc1oc(-c2ccc(F)cc2F)nc1CN1C[C@@H]2C[C@@H](C1)c1cccc(=O)n1C2	97	99	.	98	-10	101	101	12	97	-3	104
O=C(Nc1ccccc1)Oc1ccccc1	97	97	7	96	-12	96	96	22	99	-1	96
Cc1cc(C=C2C(=O)N(C)C(=S)N(C)C2=O)c(C)n1C1CCCCC1	96	97	.	96	2	96	98	33	85	12	98
CN1C(=O)C(=Cc2ccc(Sc3ccccc3)o2)C(=O)N(C)C1=O	90	92	3	94	-24	94	92	3	68	-2	101
CCOC(=O)c1c(-n2c(C)cc(C=C3C(=O)NC(=S)NC3=O)c2C)sc2c1CCCC2	86	87	.	90	38	94	82	80*	91	-5	94
O=C(Nc1nccs1)C(Cl)(Cl)Cl	94	97	-5	97	-7	97	94	-4	102	-3	103
CC(C)c1ccc(C2N3CCCN23)cc1 (stereo not drawn)	103	104	5	102	-32	103	103	8	101	-2	99
CCCCn1c(O)c(C(CC)=NCc2ccc3c(c2)OCO3)c(=O)[nH]c1=O	97	99	.	106	-4	103	103	1	99	1	108
C=CCn1c(O)c(C=Nc2ccc(N(CC)CC)cc2)c(=O)[nH]c1=O	99	105	.	103	-22	101	103	16	93	-3	104
Clc1cccc(N2CCNCC2)c1Cl	102	101	20	102	3	104	108	10	101	0	97
Cc1nc(Cl)sc1C(=O)Nc1ccc2ccccc2c1	99	100	-12	100	7	102	103	8	99	.	102
O=C(c1ccccc1)c1cn(CC(=O)N2CCOCC2)c2ccccc12	99	102	10	100	5	101	105	8	105	-3	98
Cc1cc(C)[n+](C2C3CC4CC(C3)CC2C4)o1 (stereo not drawn)	100	97	-7	101	3	99	103	1	111	-4	98
Cc1ccc(C2(O)CCN3CCCCC32)cc1 (stereo not drawn)	103	106	.	101	-14	103	107	9	102	2	98
C[N+]1(C)CCOC(O)(c2ccc(-c3ccc(C4(O)C[N+](C)(C)CCO4)cc3)cc2)C1 (stereo not drawn)	98	98	.	100	2	95	97	12	94	0	94
Cc1ccc(-n2c(O)c(/C=N/c3ncc(Br)cc3Br)c(=O)[nH]c2=O)cc1	98	100	-3	94	-4	94	123*[activator]	-35	102	-1	94
